Screening data as filed in PubChem BioAssay.
GAA glycogen: qHTS Assay for Inhibitors and Activators of Human alpha-Glucosidase Cleavage of Glycogen. Potency, µM (top dose mostly 76.4 µM), inactives show at the top dose activity change, negative = inhibition, usual class: inhibitors. recombinant GAA, glycogen substrate, Amplex Red glucose oxidase fluorescence. Lysosomal alpha-glucosidase (Homo sapiens), P10253. 0.38% of 300,000 active. AID 2100, 2009; active means well fitted inhibition curve with a large enough effect; inconclusive means small, poorly fitted or top-dose-only effect, or another doubt; inactive means no such curve, though single readings can be large or run the other way;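 further: 0% = full enzyme reaction and -100% = no-enzyme basal signal; the screen sought inhibitors and activators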
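qHTS, 1536-well; enzyme 4 nM final; cpd up to 77 uM; substrate bovine liver glycogen 30 ug; 50 mM citrate/phosphate pH 5.0, 0.01% Tween-20; 37 C, 40 min; Amplex Red detection 45 min RT; Hill fit → AC50.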
Starred values were filed as active, the others as inactive; ? = inconclusive; [ ] = another dose, or the depositor's remark. Potency means the concentration at half of the fitted maximal effect. The list is partial; count on the stated rates, not on these rows.

SMILES	GAA glycogen
O=C(CN1c2cccc3cccc(c23)S1(=O)=O)Nc1ccccc1F	-10%
CCOc1ccc2nc(SCC(=O)NCc3ccc(S(N)(=O)=O)cc3)sc2c1	-2%[76.3 µM]
CC(C(=O)Nc1ccc(Cl)cc1)N1C(=O)NC2(CCCC2)C1=O (centres undefined)	-5%
O=C(Nc1sc2c(c1C(=O)NCCO)CCCC2)c1ccco1	-3%
COC(=O)c1ccc(CO/N=C/c2cccc([N+](=O)[O-])c2)cc1	-1%
O=C(NNS(=O)(=O)c1ccc(F)cc1)c1ccc2c(c1)OCO2	-4%[76.3 µM]
CN1C(=O)[C@H]2[C@@H](/C=C/c3ccccc3)N3C(=O)CN(Cc4ccc(-c5ccccc5)cc4)C(=O)[C@@]3(Cc3ccccc3)[C@H]2C1=O	2%[76.3 µM]
COC(=O)CC1COc2ccccc2N1C(=O)c1cc(OC)c(OC)c(OC)c1 (centres undefined)	-2%
Cc1nc(N2CCNCC2)c2c3c(sc2n1)CCCC3	-2%[76.3 µM]
COc1ccc(CCNC(=S)c2ccccc2)cc1OC	-4%
Cc1nnc(NC(=O)CC(C)c2ccccc2)s1 (centres undefined)	-2%[76.3 µM]
COc1cccc(N2C(=O)CC(Sc3nc(C)cc(C)n3)C2=O)c1 (centres undefined)	1%[76.3 µM]
NS(=O)(=O)c1ccc(CNc2ncnc3sccc23)cc1	3%
COc1ccccc1N1CCN(S(=O)(=O)c2cc3c(cc2C)NC(=O)CO3)CC1	7%[76.3 µM]
CCOc1ccc2ccccc2c1/C=N/NC(=O)c1cc(C)[nH]n1	2%
Cc1ccc(Cl)cc1Nc1nc(N2CCOCC2)nc(N2CCOCC2)n1	5%[76.3 µM]
COc1cc(N=Cc2c(CO)cnc(C)c2O)cc(OC)c1OC	-14%[76.3 µM]
Cc1cc(OCC(=O)NC(Cc2c[nH]c3ccc(O)cc23)C(=O)O)c2c(C)c(C)c(=O)oc2c1 (centres undefined)	?
Cc1cccc(NC(=O)CN(C)S(=O)(=O)c2ccc(-c3ccc(=O)[nH]n3)s2)c1C	-11%[76.3 µM]
COc1ccc(OCC(=O)N2CCC(Cc3ccccc3)CC2)cc1	-2%[76.3 µM]
COc1ccc(-n2c(C)cc3cc(OC(C)=O)ccc32)cc1	-2%[76.3 µM]
O=C(NC1CCCCCCC1)c1ccc(Br)o1	1%[76.3 µM]
CC(C)(C)NC(=O)c1cccc(NC(=O)c2ccc3c(c2)C(=O)N(C(C)(C)C)C3=O)c1	-20%[76.3 µM]
O=C(Nc1ccccc1)c1ccc(NC(=O)C2CC2)cc1	-1%[76.3 µM]
Cc1ccc(CNC(=O)C2CCN(S(=O)(=O)c3c(C)noc3/C=C/N(C)C)CC2)cc1	0%[76.3 µM]
O=C(CN1C(=O)c2ccccc2S1(=O)=O)NCc1cccs1	0%[76.3 µM]
Cc1cccn2c(=O)c3cc(C(=O)NCCN4CCOCC4)n(C)c3nc12	6%[76.3 µM]
Cc1c(C(=O)NC2CCCCC2)oc2ccccc12	-14%[76.3 µM]
[O-]/[N+](=C\c1ccco1)c1ccc(Cl)cc1	-10%[76.3 µM]
Cc1ccc(C)c(S(=O)(=O)N2CCN(C(=O)Cn3cnc4c3c(=O)n(C)c(=O)n4C)CC2)c1	-6%[76.3 µM]

As a working copy, 6 of the compounds above.
SMILES	GAA glycogen
Cc1ccc(CNC(=O)C2CCN(S(=O)(=O)c3c(C)noc3/C=C/N(C)C)CC2)cc1	0%[76.3 µM]
O=C(CN1C(=O)c2ccccc2S1(=O)=O)NCc1cccs1	0%[76.3 µM]
Cc1cccn2c(=O)c3cc(C(=O)NCCN4CCOCC4)n(C)c3nc12	6%[76.3 µM]
Cc1c(C(=O)NC2CCCCC2)oc2ccccc12	-14%[76.3 µM]
[O-]/[N+](=C\c1ccco1)c1ccc(Cl)cc1	-10%[76.3 µM]
Cc1ccc(C)c(S(=O)(=O)N2CCN(C(=O)Cn3cnc4c3c(=O)n(C)c(=O)n4C)CC2)c1	-6%[76.3 µM]

The results go on:
SMILES	GAA glycogen
O=C(CN(Cc1ccccc1Cl)C(=O)CCC(=O)Nc1nccs1)NCC1CCCO1 (centres undefined)	-1%[76.3 µM]
Cc1ccc2oc(C(=O)N3CCCCCC3)c(C)c2c1	-7%[76.3 µM]
O=C(Nc1ccccc1C(=O)O)c1ccc(N2C(=O)C3CC=CCC3C2=O)cc1 (centres undefined)	9%
Cc1ccc(C(=O)N/N=C/c2c(O)ccc3ccccc23)cn1	2%
C=CCn1c(=S)[nH]c2cc(C(=O)Nc3ccc(F)cc3)ccc2c1=O	2%[76.3 µM]
CC1(C)CC(NC(=O)c2ccc(Br)o2)CC(C)(C)N1	8%
NC(=O)C1CCN(C(=O)c2cccc3ccccc23)CC1	9%[76.3 µM]
COc1ccccc1OCC(=O)Nc1cc2c(cc1C(=O)O)OCCCO2	1%[76.3 µM]
CCOc1ccc(NC(=O)NC2CCCc3ccccc32)cc1 (centres undefined)	4%[76.3 µM]
O=C(CSc1n[nH]c(-c2ccccn2)n1)Nc1ccc(Cl)cc1	-5%
COc1ccc(C(CNC(=O)Cc2ccccc2Cl)N2CCCCC2)cc1 (centres undefined)	-18%
COc1ccc(NC(=O)C2CCN(S(=O)(=O)c3ccc4c(c3)NC(=O)CO4)CC2)cc1	-12%[76.3 µM]
CCc1ccccc1NC(=O)c1cnn(-c2ccccc2)c1C	3%[76.3 µM]
COc1ccc(CCC(=O)NC2CCCCC2)cc1	0%[76.3 µM]
COCCN1C(=O)C(=O)/C(=C(/O)c2ccc(S(=O)(=O)N3CCOCC3)cc2)C1c1cccc([N+](=O)[O-])c1 (centres undefined)	-13%[76.3 µM]
Cc1ccc(N(CC(=O)N2CCOCC2)S(C)(=O)=O)cc1Cl	-5%[76.3 µM]
O=Cc1ccccc1OCCN1CCCC1=O	-1%
Cc1cc(C)nc(NN2C(=O)C=CC2=O)n1	?
Cc1ccc(-n2nc3c(=O)n(CC(=O)NCCc4cccs4)nc(C)c3c2C)cc1	-7%[76.3 µM]
CC(C)c1ccc(OCC(=O)NNC(=S)NC(=O)C2CC2)cc1	-3%[76.3 µM]
O=C(NCCN1CCN(c2ccccc2)CC1)c1cccc(Cl)c1	2%
COc1ccccc1CNS(=O)(=O)c1c(C)[nH]c(C)c1C(=O)N1CCCCC1	-4%[76.3 µM]
COc1ccc(CC(=O)Nc2c3c(nn2C(C)(C)C)CS(=O)(=O)C3)cc1	-1%[76.3 µM]
CSCC[C@H](NC(=O)[C@H]1CC[C@H](CNC(=O)[C@@H]2CCCN2)CC1)C(=O)O	-2%
O=C1C(=O)N(CCCO)C(c2ccc(Br)cc2)/C1=C(\O)c1ccc(Br)cc1 (centres undefined)	2%[76.3 µM]
Cc1ccc(NC(=O)Cn2ccnc2)cc1C	-1%[76.3 µM]
CCOC(=O)Cc1csc(NC(=O)C(NC(=O)C2CCC(C)CC2)C(C)C)n1 (centres undefined)	-1%
COc1ccc(C2c3[nH]c4ccccc4c3CCN2C(=O)c2ccccc2C(C)=O)c(F)c1 (centres undefined)	-13%[76.3 µM]
Cc1ccccc1C(=O)NC(=S)N(CCO)Cc1ccccc1	-17%
Cc1ccc(F)c(NC(=O)CCOc2ccccc2C)c1	-3%[76.3 µM]
CC(=O)Nc1ccc(S(=O)(=O)N2CCN(C(=O)c3ncoc3-c3ccccc3)CC2)cc1	-19%[76.3 µM]
O=S(=O)(Nc1nnc(C(F)(F)F)s1)c1ccc(Cl)cc1	1%
O=C(Cc1ccc([N+](=O)[O-])cc1)OCc1c(F)cccc1Cl	2%[76.3 µM]
Cc1ccc(CNS(=O)(=O)c2c(C(=O)N3CCCCC3)c(C)n(C)c2C)cc1	2%[76.3 µM]
Cc1ccc(OCC(=O)N(Cc2ccco2)C2CCS(=O)(=O)C2)cc1C (centres undefined)	18%[76.3 µM]
COc1ccc(CNC(=O)c2ccc3ccccc3n2)cc1OC	-6%
CCc1ccc(NC(=O)CNC(=O)[C@@H]2Cc3ccccc3CN2C(=O)OC(C)(C)C)cc1	8%[76.3 µM]
CCOc1cc(C(c2c(C)[nH][nH]c2=O)c2c(C)[nH][nH]c2=O)cc(Br)c1OC	7%
O=C(c1ccccc1)C1CCN(C(=O)c2c(F)cccc2F)CC1	0%
COc1ccc(N2CCN(C(=O)c3ccc(CS(=O)Cc4ccc(C)cc4)o3)CC2)cc1 (centres undefined)	1%[76.3 µM]
COc1ccc(-n2c(SCC(=O)C(C)(C)C)nc3c(sc(=S)n3-c3ccccc3)c2=O)c(OC)c1	2%
CSc1ccc(NC(=O)NCCCN2CCC(Cc3ccccc3)CC2)cc1	7%
Cc1ccc2c(c1)c1c3n2CCN(CC(O)CNC(C)C)C3CCC1 (centres undefined)	-9%[15.3 µM]
Cc1cc(C)c(OCCCCN(C)Cc2ccccc2)c(C)c1	3%[76.3 µM]
Cc1ccc(NC(=O)CS(=O)CC(=O)Nc2cnc3ccccc3c2)cc1Cl (centres undefined)	-1%
CC(C)(C)C(=O)Nc1scc(-c2ccc(-c3ccccc3)cc2)c1C(=O)O	3%
COCCCn1c(-c2ccc(OC)cc2)nc2c1c(=O)[nH]c(=O)n2Cc1ccccc1	0%
COc1ccccc1N1CCN(S(=O)(=O)c2cc(-c3cc(C)no3)ccc2C(C)C)CC1	-11%[76.3 µM]
COc1cc(C(=O)OCC(=O)NC(C)CCc2ccccc2)cc(OC)c1OC (centres undefined)	-4%
COc1ccc(CCNC(C(=O)Nc2cc(C)cc(C)c2)c2ccccc2)cc1 (centres undefined)	-16%[76.3 µM]
(cont.)
SMILES	GAA glycogen
Cc1ccc(/C=C/C(=O)Oc2ccc(C#N)cc2)o1	4%
CCOc1ccccc1NC(=O)CCS(=O)(=O)c1ccc(Br)cc1	5%
COc1ccc(N2CCCC2)c(NC(=O)c2ccc(Br)o2)c1	?
Cn1c(=O)c2c(nc(NCCNC(=O)c3ccco3)n2Cc2ccccc2)n(C)c1=O	5%[76.3 µM]
COc1cc2ccccc2cc1C(=O)Nc1ccc(CN2CCOCC2)cc1	4%
O=C(NCc1ccc2c(c1)OCO2)c1ccc(Br)o1	1%
Cc1ccsc1C(=O)N1CCCC(CO)(Cc2ccccc2F)C1 (centres undefined)	-4%[76.3 µM]
CN(CC(=O)NC1CC(C)(C)NC(C)(C)C1)S(=O)(=O)c1ccc(Br)cc1	-13%[76.3 µM]
Cc1ccc2c(C(=O)CN3CCC(C(N)=O)CC3)c(C)[nH]c2c1	9%
COc1cc([N+](=O)[O-])ccc1NC(=O)NNC(=O)C(C)Oc1ccc(F)cc1F (centres undefined)	1%[76.3 µM]
COc1ccccc1CN1CC(C(=O)N(C)Cc2[nH]c3ccccc3c2C)CCC1=O (centres undefined)	0%[76.3 µM]
O=C(N/N=C/c1ccc(Cl)cc1Cl)c1ccncc1	3%[76.3 µM]
CCCCC(=O)Nc1cnc(NC(=O)c2cccs2)cc1C	16%[76.3 µM]
Cc1cc([N+](=O)[O-])nn1CC(=O)NCc1ccc(Cl)cc1	-5%[76.3 µM]
CCCOc1ccc(CC(=O)N/N=C\c2ccc(F)cc2)cc1	-6%[76.3 µM]
O=C(Nc1ccc(Oc2ccccc2)nc1)C1CCCCN1Cc1cccc(OCCO)c1 (centres undefined)	-5%[76.3 µM]
CN1CCN(c2ccc(NC(=O)c3ccc([N+](=O)[O-])o3)cc2Cl)CC1	15%[76.3 µM]
COc1ccc(N2CC(C(=O)N3CCN(C)CC3)CC2=O)cc1 (centres undefined)	-10%
CC(Oc1ccc2c3c(c(=O)oc2c1)CCC3)C(=O)NCCN1CCOCC1 (centres undefined)	-8%[76.3 µM]
COCC(=O)N1CCC(Oc2ccc(C(=O)N[C@H](C(=O)OC)C(C)C)cc2)CC1	4%[76.3 µM]
Cc1cc(=O)oc2cc(OCC(=O)NCCCN3CCCC3=O)ccc12	1%[76.3 µM]
CCC(C)C(NC(=O)OCc1ccccc1)C(=O)NCC(c1ccccc1)N(C)C (centres undefined)	-2%[76.3 µM]
CC(C)Oc1ccc(C(=O)Nc2c3c(nn2C(C)(C)C)CS(=O)(=O)C3)cc1	6%[76.3 µM]
COc1cc(CCC(=O)N2CCN(c3ccccc3Cl)CC2)cc(OC)c1OC	-7%
Cc1ccc(S(=O)(=O)NC(CC(C)C)C(=O)N2CCCC2)cc1 (centres undefined)	-9%[76.3 µM]
Cc1ccc(CN(C(=O)c2csnn2)C(C(=O)NC2CCCC2)c2ccccn2)cc1 (centres undefined)	-14%
CC(CCc1ccccc1)NC(=O)COC(=O)c1ccc(NC(N)=O)cc1 (centres undefined)	-2%
C=C(C)CN(CC)c1ccc(N2C(=O)CCCC2=O)cc1[N+](=O)[O-]	2%
CC(=O)c1ccc(NC(=O)c2cc(-c3cccs3)on2)cc1	10%
O=C1Nc2ccc(C(F)(F)F)cc2N2CCCC12 (centres undefined)	-2%
CCc1ccc(NC(=O)CNC(=O)Cn2ccc3ccccc3c2=O)cc1	-2%[76.3 µM]
CN1C(=O)C(C)(C)N(C(=O)c2cccc([N+](=O)[O-])c2)c2ccccc21	-20%[76.3 µM]

Retrieved by compound from above (seven):
SMILES	GAA glycogen
Cc1ccc(CN(C(=O)c2csnn2)C(C(=O)NC2CCCC2)c2ccccn2)cc1 (centres undefined)	-14%
COc1cc(CCC(=O)N2CCN(c3ccccc3Cl)CC2)cc(OC)c1OC	-7%
CN1C(=O)C(C)(C)N(C(=O)c2cccc([N+](=O)[O-])c2)c2ccccc21	-20%[76.3 µM]
Cc1cc(=O)oc2cc(OCC(=O)NCCCN3CCCC3=O)ccc12	1%[76.3 µM]
CC(CCc1ccccc1)NC(=O)COC(=O)c1ccc(NC(N)=O)cc1 (centres undefined)	-2%
CC(=O)c1ccc(NC(=O)c2cc(-c3cccs3)on2)cc1	10%
CCC(C)C(NC(=O)OCc1ccccc1)C(=O)NCC(c1ccccc1)N(C)C (centres undefined)	-2%[76.3 µM]
